Source: PubChem BioAssay
NR2E3 ag-1: human photoreceptor-specific nuclear receptor agonism; Q9Y5X4; CHO-S Gal4-NCOR/VP16-NR2E3 two-hybrid, luciferase; inhibition of corepressor binding, % at 3.98 µM; 0.35% of 360,000 active; AID 602229;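 active = inhibition above the mean of all tested compounds plus 3 SD, cut at about 70% in these data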;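 note: 0% = DMSO with NR2E3 transfected cells and 100% = cells lacking NR2E3 construct; higher means lower luciferase signal from less NR2E3 corepressor binding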
Target sequence (Q9Y5X4 whole entry, looked up, the tested form may be a part): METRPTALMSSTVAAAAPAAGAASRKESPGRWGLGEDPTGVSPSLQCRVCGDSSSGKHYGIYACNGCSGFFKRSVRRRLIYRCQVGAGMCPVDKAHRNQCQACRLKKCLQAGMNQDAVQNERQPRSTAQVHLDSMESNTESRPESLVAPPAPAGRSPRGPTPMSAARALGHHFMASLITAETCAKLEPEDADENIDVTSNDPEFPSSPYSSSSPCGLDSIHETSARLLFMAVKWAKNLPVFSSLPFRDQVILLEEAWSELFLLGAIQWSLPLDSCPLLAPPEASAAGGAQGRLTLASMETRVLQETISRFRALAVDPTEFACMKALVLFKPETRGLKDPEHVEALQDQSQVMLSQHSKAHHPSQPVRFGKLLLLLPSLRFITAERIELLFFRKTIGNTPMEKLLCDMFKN
Cardio protect: modulators protecting cardiomyocytes from myocardial damage | 0.63% of 360,000 active | protection from H2O2 cell death, % at 20 µM | H9c2 cardiomyocytes, H2O2 injury protection, ATPLite, 2 h;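 active = compounds giving at least 50% protection of heart cells from peroxide-induced death in the single-dose screen, raw or plate-pattern-corrected value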;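 note: 0% = DMSO wells with peroxide and 100% = DMSO wells without peroxide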
CaV13 ICDI inh: Disruptors of the CACNA1D IQ motif to Ca2+-dependent inactivation inhibitor domain association, primary screening, Förster resonance energy transfer in intact living …. HEK cells, CFP/YFP FRET ICDI-IQ, plate reader, 10 min; percent FRET-ratio fall versus neutral wells. inhibition, % at 12.3 µM. 0.098% of 340,000 active;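 active = mean replicate inhibition of at least 30% and at least 1% of replicates passing that level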;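 note: 0% = median of the neutral control wells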
hiPSC survival: enhancers of human iPSC single-cell survival; hiPSC single-cell survival, ATPlite luminescence; 100% = ROCK inhibitor wells, 0% = DMSO; 0.044% of 360,000 active; AID 602274; survival enhancement, % at 20 µM; in the data active = survival enhancement above about 18%;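 note: cells exposed to compounds for 16 hours before the ATP read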
HIF-2a block: blocks HIF-2a reporter activity; 786-0 RCC cells HIF-2a reporter, luciferase luminescence, overnight; inhibition, % at 18.8 µM; 0.72% of 360,000 active; AID 624352;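 active = inhibition of the luminescence signal of 40% or more relative to plate controls, in a single-dose primary screen at 18.75 µM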
Shn3 inh set2: Schnurri-3 reporter inhibition in Clone20 osteoblasts; inhibition, % at 12.5 µM; 0.52% of 360,000 active; AID 588674; Clone20 osteoblast Shn3 3'UTR firefly luciferase, 24 h;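 active = mean inhibition of at least 75% with every replicate also reaching 75%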;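 note: 0% = median of neutral control wells and 100% = pilot-screen positive control compound; some compounds past the cut are filed as inactive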
NR2E3 ag-2: NR2E3 (human) agonism | Q9Y5X4 | GST-NR2E3/biotin-RetCOR TR-FRET, 1536-well | inhibition of corepressor binding, % at 4.78 µM | 0.12% of 320,000 active | AID 2300;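 active = percent inhibition above the cutoff of mean plus 3 SD of all tested compounds, set per screening campaign, cut at about 20% in these data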;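 note: 0% = DMSO wells and 100% = biotin wells as full block of FRET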
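Test system: GST-NR2E3 and biotin-RetCOR proteins | Quantity: 1.35 nM GST-tagged NR2E3 final | Medium: Tris pH 7.5 | Also added: 7 nM biotin-RetCOR | Dosing: Compound at 4.8 µM, single dose | Timing: 5 h at 4 °C | Detection: Time-resolved FRET | Read-out basis: Percent inhibition | Benchmarks: Biotin wells as high control, 0.6% DMSO wells as low control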
HTR2A ag: mouse HTR2A agonism via beta-arrestin recruitment. CHO-K1 mHTR2A beta-arrestin complementation, luminescence; percent of 30 µM serotonin response. activation, % at 7.6 µM. 0.66% of 360,000 active;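 active = activation above a run cutoff, the mean activation of all tested compounds plus 3 SD, cut at about 14% in these data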;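 note: 0% = plate median of compound wells and 100% = 30 µM serotonin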
Peg3 prom inh: reduces Peg3 promoter-driven luciferase expression in HeLa; 1.7% of 360,000 active; HeLa PEG-Prom luciferase reporter, luminescence, overnight; inhibition, % at 20 µM;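 active = inhibition of at least 50% at 20 µM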
PDI inh: PDI (human) enzyme inhibition. 0.052% of 350,000 active. inhibition, % at 10 µM. PDI insulin aggregation turbidity, A650, 90 min;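 active = mean inhibition across replicates of 30% or more, whatever share of single replicates reach that level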;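 note: absorbance from insulin aggregation driven by PDI reduction with DTT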
Target sequence (P07237 whole entry, looked up): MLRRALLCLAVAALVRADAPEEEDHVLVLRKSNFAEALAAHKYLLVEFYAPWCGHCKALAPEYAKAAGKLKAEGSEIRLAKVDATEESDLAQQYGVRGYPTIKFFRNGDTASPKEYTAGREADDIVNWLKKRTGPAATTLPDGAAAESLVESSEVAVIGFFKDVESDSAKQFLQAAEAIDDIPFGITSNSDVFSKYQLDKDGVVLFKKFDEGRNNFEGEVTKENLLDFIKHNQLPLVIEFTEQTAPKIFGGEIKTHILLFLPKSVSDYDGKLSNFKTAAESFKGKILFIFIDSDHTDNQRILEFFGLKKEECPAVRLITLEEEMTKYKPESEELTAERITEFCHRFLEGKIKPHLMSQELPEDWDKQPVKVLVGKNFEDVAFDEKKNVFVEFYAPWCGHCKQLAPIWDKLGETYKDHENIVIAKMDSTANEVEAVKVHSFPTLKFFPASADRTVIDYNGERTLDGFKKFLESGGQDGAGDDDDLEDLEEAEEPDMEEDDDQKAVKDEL
TRPM1 prom inh: reduces MITF-dependent TRPM1 promoter luciferase signal | SK-MEL-5 TRPM1 promoter luciferase, 24 h | inhibition, % at 12.5 µM | 0.83% of 330,000 active | AID 488899;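 active = mean inhibition across replicates of 60% or more, whatever share of single replicates reaches that level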; note: values of inactives mirror those of a sister screen read the other way
* hit, by the source's call; / = not tested or not shown. Random draw from the library; about 3.9% have a hit in one of these screens.

SMILES	NR2E3 ag-1	Cardio protect	CaV13 ICDI inh	hiPSC survival	HIF-2a block	Shn3 inh set2	NR2E3 ag-2	HTR2A ag	Peg3 prom inh	PDI inh	TRPM1 prom inh
Cc1c(Cl)cccc1NC(=S)N(C)CCC#N	6	3	1	0.5	17	-6	-1	0	16	-9	1
CC(=O)Nc1ccc2nc(NC(=O)COc3ccccc3C)sc2c1	-31	12	-1	0.3	-40	-4	4	-4	-78	-3	-36
CCOC(=O)C1CCCN(C(=O)c2cccc3ccccc23)CC1 (stereo not given)	-16	1	-5	-2.7	14	0	/	0	10	3	/
CCC(C(=O)O)n1c(C(F)(F)F)nc2ccccc21 (stereo not given)	-11	1	/	0.4	14	-7	0	5	4	14	4
COCCSc1nnc(NC(=O)Cc2cccs2)s1	7	13	-13	3.9	-24	-10	3	0	-10	-3	-8
Cc1ccc(C(=O)NC2CCN(Cc3ccccc3)CC2)cc1S(=O)(=O)N1CCOCC1	-11	-6	-6	0.1	16	27	-3	-10	28	6	11
COc1ccc([N+](=O)[O-])cc1NS(=O)(=O)c1cc(C(=O)NCc2cccnc2)ccc1Cl	-16	34	-5	0.2	8	-9	0	-4	5	-1	5
COc1ccc(C(=O)N2CCN(S(=O)(=O)c3ccc4c(c3)OCCO4)CC2)cc1OC	-20	0	-2	-0.2	1	-6	4	3	2	0	8
Cc1cccc(-n2c(Cc3ccccc3)nnc2SCc2ccc([N+](=O)[O-])cc2)c1	-31	1	-5	0.6	22	16	2	-6	28	3	8
O=C(NN1C(=O)c2ccccc2NC1c1ccccn1)c1ccc(Br)cc1 (stereo not given)	-1	-3	/	-1.2	-6	10	0	-1	-8	-2	-8
O=C1CN(C(=O)COC(=O)C2CCN(S(=O)(=O)c3ccccc3C(F)(F)F)CC2)c2ccccc2N1	-6	4	-6	-0.4	14	9	1	1	13	-6	-5
COc1ccccc1C(=O)NC(=O)CSc1ccc(C)c(C)c1	-11	15	-5	-0.2	9	-6	/	0	8	4	-3
O=C1Nc2ccccc2O/C1=C\c1c(F)cccc1Cl	-50	-8	-16	-0.4	-45	-4	0	-9	1	9	/
COC(=O)c1cc(S(=O)(=O)N2CCN(c3cccc(OC)c3)CC2)cn1C	-19	-5	-5	-0.2	5	15	-2	0	4	-3	8
COc1cc(OC)cc(N2CC(C)(C)C2=O)c1	7	8	1	0.1	7	7	3	-3	-9	-4	-1
CC1CCc2c(sc3ncnc(SCC(=O)N(C)C4CCS(=O)(=O)C4)c23)C1 (stereo not given)	20	1	-2	-1.9	-16	8	/	-2	-20	-5	3
CCOc1ccc(NC(=O)COC(=O)c2ccc3c(c2)OCO3)cc1	19	-9	-3	-0.2	-4	-14	1	0	-2	0	-5
COc1cc(/C=C/C(=O)OCC(=O)NNC(=O)c2cc(Cl)ccc2OC)ccc1O	11	0	-2	3.3	7	-9	/	-7	3	7	-1
CCOC(=O)c1c(O)cc(C)[nH]c1=O	-9	-2	-6	0.2	9	2	0	4	-13	-5	0
CC1(C)S[C@@H]2[C@H](NC(=O)[C@H](N)c3ccc(O)cc3)C(=O)N2[C@H]1C(=O)O	8	3	-5	-1.0	0	-12	3	-4	6	0	15
CCC(=O)Nc1nc(-c2ccccc2)ns1	-49	-2	-5	0.0	-219	-50	-4	1	-164	-3	-60
COc1cccc(-c2nc3n(n2)CCc2ccccc2-3)c1	-106	-2	-12	-4.2	-179	-113	/	4	-341	-8	/
Cc1ccccc1N=Nc1c(C)[nH]n(C(N)=S)c1=O	58	2	-5	2.6	-146	7	-5	6	-86	-2	-1
CC(C)(C)c1ccc(C(=O)NCc2nnc(SCC(=O)NC3CCCCC3)o2)cc1	6	-4	-7	-0.4	-44	5	-1	-10	-17	-1	-6
COC(=O)c1sc(NC(=O)c2csc3c2CCCC3)nc1C	-79	-13	-6	-1.9	-278	-84	5	-5	-198	-10	-70
Remaining list, next part:
SMILES	NR2E3 ag-1	Cardio protect	CaV13 ICDI inh	hiPSC survival	HIF-2a block	Shn3 inh set2	NR2E3 ag-2	HTR2A ag	Peg3 prom inh	PDI inh	TRPM1 prom inh
O=C(c1ccc(F)cc1F)N1CCCN(c2nc(-c3ccccc3)ns2)CC1	-22	-5	-7	0.7	14	1	-3	0	16	1	-11
O=C(Nc1cccc(S(=O)(=O)NC2=NCCC2)c1)c1ccc(=O)[nH]c1	-10	-2	-6	0.4	17	0	3	3	3	-6	-28
COc1ccc(C(=O)N[C@H](C(=O)OCc2cc(=O)oc3cc(C)ccc23)C(C)C)cc1	-12	-8	-3	4.1	-17	-10	2	7	-2	7	13
O=C(O)CN1CCN(Cc2ccccc2)C1=O	7	-4	-8	7.2	15	1	1	3	19	0	6
COc1cc2ccc(=O)oc2c(O)c1O	-41	3	/	1.0	-3	8	/	-1	4	/	-8
CCCCN(C(=O)c1ccc(N(C)S(=O)(=O)c2ccc(C)cc2)cc1)c1c(N)n(CCCC)c(=O)[nH]c1=O	-20	4	-7	-0.4	1	-1	1	-5	-4	9	4
Cc1ccc(/C=C/C(=O)NCCCc2ccccc2)cc1	-48	4	-4	0.5	-95	2	-3	-1	-42	9	-5
CCOc1ccccc1OCCCC(=O)NNC(=O)c1nn(C)c(=O)c2ccccc12	-9	5	-6	-0.3	5	-23	6	-10	-9	0	-3
CCOC(=O)C(NC(=O)CC(C)C)(Nc1cc(C)on1)C(F)(F)F (stereo not given)	-10	1	-5	-0.3	16	-17	-4	-1	7	3	-2
CCc1nnc(NS(=O)(=O)c2ccc(NC(=O)/C=C/c3ccc(OC)cc3OC)cc2)s1	2	12	-5	2.5	11	-8	-2	1	-86	0	3
COc1cc(OC)cc(C(=O)Nc2cccc(-c3ccc(N4CCOCC4)nn3)c2)c1	-25	2	-2	0.0	-158	-42	-1	1	-131	1	-101
CC(C)c1nc2sc3c(c2c(=O)n1N)CC(C)(C)OC3	-3	-8	-6	-0.9	-4	13	1	0	3	3	-3
O=C(COc1ccc(Cl)cc1[N+](=O)[O-])NC1CCCCC1	-95	0	-16	-3.8	-256	-36	4	1	-319	4	-55
COc1ccc(C2Nc3ccccc3C(=O)N2NS(C)(=O)=O)c(OC)c1 (stereo not given)	-23	-7	-9	-0.2	10	9	-2	-2	-1	-6	13
COc1ccc(-c2noc(-c3csc([C@@H]4C[C@H](O)[C@@H](CO)O4)n3)n2)cc1OC	-33	4	-9	-2.5	-194	-91	/	-3	-149	-2	/
O=C(CSc1ncccn1)NCc1cccs1	-31	2	1	0.0	-28	-77	0	8	-13	0	-13
COCCCn1c(=O)c2ccccc2n(CC(=O)NC2CCCCC2)c1=O	2	0	-3	-0.1	4	7	6	3	2	12	-5
COc1cccc(CN2CCNC(=O)C2CC(=O)NC2CCCCCCC2)c1 (stereo not given)	1	6	-7	0.2	10	-15	2	1	3	-1	-1
OCC[C@H]1C[C@H](O)[C@@H](O)[C@]2(CCc3ccccc3O2)O1	-45	6	-5	1.8	4	-6	2	-1	-3	-1	5
CC(=O)/C(=C\N(C)C)Sc1ccc(C)cc1	4	4	7	-0.6	16	8	0	0	18	-1	-13
COCCNc1ncnc2c1cnn2Cc1ccc(Cl)cc1	-30	20	-5	-1.3	15	-6	0	3	26	-3	7
O=C(NCc1ccccc1)c1cc[n+]([O-])cc1	-30	5	-3	1.9	3	14	1	-4	8	3	2
Clc1ccc(OCCn2c(-c3ccco3)nc3ccccc32)cc1	-8	-2	-5	0.4	-67	5	-3	-2	-11	-5	-9
OCc1ccnc(Cl)c1	-1	1	-4	2.9	11	-26	1	2	12	4	-6
O=C(CCSc1ccccc1)NC1CCCCCC1	-111	2	-5	0.3	-202	-18	2	-2	-234	-12	-52
Remaining list, next part.
SMILES	NR2E3 ag-1	Cardio protect	CaV13 ICDI inh	hiPSC survival	HIF-2a block	Shn3 inh set2	NR2E3 ag-2	HTR2A ag	Peg3 prom inh	PDI inh	TRPM1 prom inh
COC(=O)C1CCN(C(=O)/C(C)=C\c2ccccc2)CC1	-15	3	-5	0.8	-17	5	5	-2	-29	3	-26
Cc1cc(C(F)(F)F)nn1CC(=O)NNC(=S)Nc1cccc(Cl)c1	8	2	-5	0.0	3	-11	6	5	2	-2	-1
CCC(c1c(C)n(C)n(-c2ccccc2)c1=O)c1c(C)n(C)n(-c2ccccc2)c1=O	-14	1	/	-1.0	10	5	-3	-5	15	2	-8
O=C(c1cc2nc(-c3ccco3)cc(C(F)(F)F)n2n1)N1CCCCCC1	21	-3	-5	-0.4	-35	23	-1	-2	-1	7	-1
CC(C)(C)CC(=O)NC(=S)N1CCCCCC1	6	1	-11	1.0	9	2	1	2	21	2	-4
COc1ccc(NC(=O)CSc2nnc(C)n2Cc2ccccc2)cc1	7	-3	-5	5.5	22	0	3	-7	3	-8	-2
CC(C)(O)C#Cc1ccc(C(=O)NCc2cccs2)s1	-60	-17	-4	7.1	-102	-4	1	-1	-68	-4	-17
CN(CC(=O)NCCCN1CCOCC1)S(=O)(=O)c1cc(Cl)ccc1Cl	2	0	-6	0.1	8	-3	/	9	2	-1	-2
COC(=O)[C@]1(Cc2ccccc2)N[C@H](CN(C)C(C)=O)[C@@H]2C(=O)N(C)C(=O)[C@@H]21	-30	3	-5	0.6	9	-11	/	-5	-10	26	3
Nc1cc2c(cc1[N+](=O)[O-])OCCOCCOCCO2	6	8	2	0.8	21	4	-1	1	15	3	4
O=C(O)c1ccc(N/N=C/C=C/c2ccccc2)cc1	-161	-9	-3	-0.3	-227	-40	-4	0	-277	-3	-55
CC12CCC(=O)N1C(C(=O)N1CCN(c3ccc(C(F)(F)F)cc3[N+](=O)[O-])CC1)CS2 (stereo not given)	-36	-4	-5	1.1	3	12	0	-1	14	-3	-1
Nc1ccccc1C(=O)NNc1c2ccccc2nc2ccccc12	-74	9	-13	0.0	-18	/	-6	-5	12	20	-10
COCCNC(=O)CN1C(=O)NC2(CCCc3ccccc32)C1=O (stereo not given)	4	4	-5	-0.4	8	8	2	0	4	10	-6
Cn1c(C(=O)c2ccncc2)cc2ccccc21	-15	1	-14	-0.5	-75	12	1	-7	-12	-8	9
O=C(Nc1nccs1)c1cccc(N2C(=O)c3cccc4c([N+](=O)[O-])ccc(c34)C2=O)c1	-11	3	/	-1.8	9	1	4	3	110*	-2	34
COc1ccc(C(=O)CN2C(=O)NC3(CCCCC3)C2=O)cc1OC	-22	6	-1	0.5	9	-5	-1	5	17	4	-4

Taken from above:
hiPSC survival with Nc1ccccc1C(=O)NNc1c2ccccc2nc2ccccc12 is entered as 0.0
Cardio protect with CC12CCC(=O)N1C(C(=O)N1CCN(c3ccc(C(F)(F)F)cc3[N+](=O)[O-])CC1)CS2 (stereo not given) is entered as -4
Cardio protect with CC(C)(O)C#Cc1ccc(C(=O)NCc2cccs2)s1 is entered as -17
